Anthrax LF prot = blocks Bacillus anthracis lethal factor protease. multiplex microsphere protease cleavage assay, LF. inhibition, % at 10 µM. actives 0.12% (n = 360,000). AID 588501; also: plate controls were buffer without enzyme for full effect and enzyme alone for no effect
Y pestis TopoI = blocks Yersinia pestis topoisomerase I activity | Y. pestis Topo-I cleavage product accumulation, plate reader | activity, % at 10 µM | actives 0.064% (n = 360,000); in the data active = activity above about 50%, passing the limit was not always enough; inconclusive = no clear call, values can overlap the other calls; also: inactives centre near 2
SARS 3CLpro inh = SARS-CoV 3CLpro protease inhibition. AID 1706. inhibition, % at 6 µM. actives 0.14% (n = 290,000). P0C6X7. recombinant SARS-CoV 3CLpro, quenched FRET peptide cleavage; in the data active = inhibition above about 12%
DUSP3 inh = DUSP3 (human) phosphatase inhibition; P51452; recombinant VHR phosphatase, pNPP absorbance; inhibition, % at 13.3 µM; actives 0.52% (n = 290,000); in the data active = inhibition above about 50%; also: some compounds called inactive have numbers as strong as hits
SSB-PriA inh = inhibitors of Klebsiella pneumoniae PriA binding to SSB C-terminal tail; inhibition, % at 33 µM; AID 1272365; actives 0.6% (n = 430,000); AlphaScreen SSBct-PriA binding, biotinylated peptide; in the data active = inhibition mostly above about 37%, no sharp cut-off; inactive = mostly below about 20%;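 also: plate controls were negative control peptide for no effect and reference peptide for full effect; strong numbers were not always called active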
CCHF vOTU inh = blocks the CCHF virus ovarian tumor domain protease; inhibition, % at 11.5 µM; AID 651958; actives 0.55% (n = 370,000); CCHFV vOTU protease, Pep-AMC fluorescence; in the data active = inhibition above about 30%; also: 0% = vehicle wells with enzyme and 100% = no enzyme wells
TcdB inh = inhibitors of Clostridioides difficile toxin B glycohydrolase | actives 0.24% (n = 350,000) | P18177 | TcdB glycohydrolase enzymatic assay, plate reader | inhibition, % at 9.99 µM; in the data active = inhibition above about 10%
Target sequence (P18177 whole entry, looked up): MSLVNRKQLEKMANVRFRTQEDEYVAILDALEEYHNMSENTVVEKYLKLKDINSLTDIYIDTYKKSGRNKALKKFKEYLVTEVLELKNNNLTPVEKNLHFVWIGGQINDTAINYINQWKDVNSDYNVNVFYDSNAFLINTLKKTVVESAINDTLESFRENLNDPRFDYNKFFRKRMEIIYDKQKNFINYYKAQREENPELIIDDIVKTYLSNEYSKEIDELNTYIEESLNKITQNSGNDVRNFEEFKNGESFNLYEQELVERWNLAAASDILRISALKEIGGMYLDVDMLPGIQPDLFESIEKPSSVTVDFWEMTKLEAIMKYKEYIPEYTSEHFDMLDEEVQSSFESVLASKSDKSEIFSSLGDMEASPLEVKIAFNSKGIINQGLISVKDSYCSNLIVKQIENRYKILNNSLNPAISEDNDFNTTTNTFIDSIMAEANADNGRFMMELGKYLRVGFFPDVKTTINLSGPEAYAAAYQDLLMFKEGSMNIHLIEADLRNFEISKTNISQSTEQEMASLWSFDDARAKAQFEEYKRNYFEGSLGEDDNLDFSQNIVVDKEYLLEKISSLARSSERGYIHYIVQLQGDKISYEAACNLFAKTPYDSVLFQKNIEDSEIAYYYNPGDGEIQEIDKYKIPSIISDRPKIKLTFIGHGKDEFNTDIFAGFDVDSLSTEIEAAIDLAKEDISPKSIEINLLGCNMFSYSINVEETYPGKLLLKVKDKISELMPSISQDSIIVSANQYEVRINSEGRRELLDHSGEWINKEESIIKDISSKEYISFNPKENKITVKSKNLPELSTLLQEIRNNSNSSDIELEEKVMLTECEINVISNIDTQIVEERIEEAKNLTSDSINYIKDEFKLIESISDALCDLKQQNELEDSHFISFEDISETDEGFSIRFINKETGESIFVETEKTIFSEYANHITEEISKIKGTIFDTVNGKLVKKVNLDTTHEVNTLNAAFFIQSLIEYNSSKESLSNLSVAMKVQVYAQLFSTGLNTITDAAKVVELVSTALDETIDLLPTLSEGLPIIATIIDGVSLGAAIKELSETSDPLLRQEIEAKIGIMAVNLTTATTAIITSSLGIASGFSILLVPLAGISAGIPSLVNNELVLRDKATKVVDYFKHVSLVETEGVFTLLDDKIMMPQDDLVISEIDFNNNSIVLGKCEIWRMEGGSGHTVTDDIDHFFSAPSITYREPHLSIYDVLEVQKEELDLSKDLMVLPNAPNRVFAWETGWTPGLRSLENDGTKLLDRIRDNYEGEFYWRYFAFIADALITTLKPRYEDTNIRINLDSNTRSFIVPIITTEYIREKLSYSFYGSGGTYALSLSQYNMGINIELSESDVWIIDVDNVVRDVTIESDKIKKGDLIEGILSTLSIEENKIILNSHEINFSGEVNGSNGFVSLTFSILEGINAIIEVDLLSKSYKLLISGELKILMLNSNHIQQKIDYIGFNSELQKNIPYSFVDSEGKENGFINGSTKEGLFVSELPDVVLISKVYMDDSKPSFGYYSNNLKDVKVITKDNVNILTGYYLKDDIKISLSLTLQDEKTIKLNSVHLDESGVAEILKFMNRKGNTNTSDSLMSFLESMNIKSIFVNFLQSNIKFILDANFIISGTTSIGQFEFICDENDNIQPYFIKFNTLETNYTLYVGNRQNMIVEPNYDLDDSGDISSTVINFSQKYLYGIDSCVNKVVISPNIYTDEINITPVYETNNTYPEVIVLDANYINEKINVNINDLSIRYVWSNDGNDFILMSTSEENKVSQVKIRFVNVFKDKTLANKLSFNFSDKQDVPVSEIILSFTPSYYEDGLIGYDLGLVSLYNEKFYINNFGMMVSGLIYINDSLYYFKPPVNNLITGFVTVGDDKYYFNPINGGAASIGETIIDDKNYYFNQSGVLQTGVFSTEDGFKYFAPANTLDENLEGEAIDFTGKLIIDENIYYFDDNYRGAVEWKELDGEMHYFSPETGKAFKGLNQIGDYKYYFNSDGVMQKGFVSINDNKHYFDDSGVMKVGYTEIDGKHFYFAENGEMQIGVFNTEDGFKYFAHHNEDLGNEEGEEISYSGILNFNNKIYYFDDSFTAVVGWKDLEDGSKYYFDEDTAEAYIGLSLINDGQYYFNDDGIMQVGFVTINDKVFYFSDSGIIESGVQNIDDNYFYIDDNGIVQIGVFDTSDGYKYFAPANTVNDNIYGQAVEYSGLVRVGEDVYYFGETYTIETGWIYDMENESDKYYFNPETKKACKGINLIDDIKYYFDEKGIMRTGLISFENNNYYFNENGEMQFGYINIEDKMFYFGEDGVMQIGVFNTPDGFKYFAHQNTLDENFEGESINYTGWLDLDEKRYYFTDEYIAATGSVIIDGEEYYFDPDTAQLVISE
BoNT-A LC inh2 = blocks Botulinum neurotoxin A light chain protease; actives 0.17% (n = 360,000); inhibition, % at 10 µM; multiplex microsphere protease substrate cleavage, flow cytometry; AID 588499; also: plate controls were buffer without enzyme for full effect and enzyme alone for no effect
Vc quorum ag = induces V. cholerae light production without autoinducers; V. cholerae BH1578 lux reporter, luminescence, 6 h; activation, % at 18.7 µM; actives 0.16% (n = 350,000); AID 588436; in the data active = activation mostly above about 9.7%, no sharp cut-off; inconclusive = no clear call, values can overlap the other calls; inactive = mostly below about 3.7%; also: not every result past the cut was called active; inactives centre near 0; reference of the scale not given here
PfHsp40 rescue = restores yeast growth despite PfHsp40 toxicity; S. cerevisiae expressing PfHsp40, growth rescue, ATP luminescence; growth rescue, % at 12.5 µM; actives 0.68% (n = 340,000); AID 504582; in the data active = growth rescue above about 28%, passing the limit was not always enough; inconclusive = no clear call, values can overlap the other calls;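 also: yeast W303a lacking pdr1 and pdr3 grown in galactose medium; growth measured after three days at 30 °C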
Active calls of the source: *; i = inactive; ? = inconclusive; . = no result given; & = joins results of further samples. Rule as the data show it, unless noted: active = inhibition above about 30%; inconclusive = no clear call, values can overlap the other calls; inactive = below that. An excerpt; the hit share may differ from the screen's.

molecule	Anthrax LF prot	Y pestis TopoI	SARS 3CLpro inh	DUSP3 inh	SSB-PriA inh	CCHF vOTU inh	TcdB inh	BoNT-A LC inh2	Vc quorum ag	PfHsp40 rescue
COc1ccc(CN2CCN(Cc3c[nH]c4ccccc34)CC2CCO)c(F)c1 (stereo not drawn)	4	25	1	0	9	-4	1.0	-5.8	0.7	0.8
COc1cccc(N(CC(=O)N2CCc3ccccc3C2)S(C)(=O)=O)c1	0	4	1	18	-6	-8	.	0.3	i	-1.0
COc1cccc(CN=C2Nc3ccccc3CS2)c1	-10	-10	4	17	-3	-10	1.4	0.1	-0.4	-0.1
Cc1cc(/C=N/n2c(COc3ccccc3)nc3ccccc3c2=O)c(O)c([N+](=O)[O-])c1	0	-2	-3	4	.	20	.	3.1	-0.3	?
CN(C)S(=O)(=O)c1ccc(N=Cc2c(C(F)(F)F)[nH][nH]c2=O)cc1	0	-4	0	17	0	18	0.8	-0.5	-5.6	-0.2
O=C(NCc1ccco1)c1cccc2c1C(=O)c1ccc(N3CCC(Cc4ccccc4)CC3)cc1S2(=O)=O	17	35	.	.	2	.	.	8.1	i	1.9
Cn1cccc1-c1nc2ccc([N+](=O)[O-])cc2[nH]1	-14	0	-4	32	9	0	-1.7	-1.6	i	1.7
COCCOC(=O)C1=C(C)NC(C)=C(C(=O)OC(C)C)C1c1cccc([N+](=O)[O-])c1 (stereo not drawn)	8	7	4	5	6	16&7	0.6	1.2	4.3	0.6
O=C(c1ccccc1)N(Cc1cccc(Br)c1)C1CCS(=O)(=O)C1 (stereo not drawn)	2	-6	2	2	-10	2	-1.1	-0.7	i	-0.8
Cc1ccccc1CC1CCN(CCCNC(=O)Nc2ccccc2)CC1	-3	8	5	19	-5	4	0.4	-5.1	-0.3	-0.1
O=C(CSc1ccc(-c2ccco2)nn1)Nc1ccc(F)cc1	1	8	3	30	-8	-4	0.6	2.4	0.8	-0.1
COc1ccc(/C=C2\SC(=S)N(N3C(=O)CCC3=O)C2=O)cc1O	-1	-10	5	13	-5	12	-0.5	2.3	-1.7	0.2
COC(=O)c1cc2oc3ccccc3c2n1Cc1ccccn1	-1	35	3	4	-1	6	0.5	-0.9	.	4.6
Cc1cc(NS(=O)(=O)c2cccs2)no1	-6	-2	-2	15	-9	-2	.	-0.1	i	0.6
COc1ccc(N(C(=O)c2snc(C(N)=O)c2N)C(C(=O)NC2CCCC2)c2cccs2)cc1OC (stereo not drawn)	-4	3	1	-25	4	12	1.0	-4.7	-0.2	-1.1
CC1CCCCC12NC(=O)N(CC(=O)Nc1cccc(S(=O)(=O)N3CCCCC3)c1)C2=O (stereo not drawn)	-5	8	.	.	-4	0	-0.2	0.8	3.1	0.4
CCOC(=O)Nc1ccc(NC(=O)OCC)cc1	-6	1	-1	8	-8	-4	0.5	-0.7	-0.4	-1.4
CCn1c(SCC(=O)N(C)c2ccccc2)nc2c([nH]c3ccccc32)c1=O	4	16	-2	53*	-4	-2	0.8	2.9	4.2	-0.8
O=C(NCCCNc1ccc(C(F)(F)F)cc1[N+](=O)[O-])c1ccc(Cl)cc1	-6	-9	3	10	-2	-4	.	-1.0	-1.9	471*
Brc1csc(C=Nc2ccc3c(c2)OCCOCCOCCOCCO3)c1	-2	9	-4	-8	14	12	.	-0.2	-0.2	-1.0

Laid out differently: results already given.
CC1CCCCC12NC(=O)N(CC(=O)Nc1cccc(S(=O)(=O)N3CCCCC3)c1)C2=O (stereo not drawn)
  Anthrax LF prot: -5	Y pestis TopoI: 8	SARS 3CLpro inh: .	DUSP3 inh: .	SSB-PriA inh: -4	CCHF vOTU inh: 0	TcdB inh: -0.2	BoNT-A LC inh2: 0.8	Vc quorum ag: 3.1	PfHsp40 rescue: 0.4
CCOC(=O)Nc1ccc(NC(=O)OCC)cc1
  Anthrax LF prot: -6	Y pestis TopoI: 1	SARS 3CLpro inh: -1	DUSP3 inh: 8	SSB-PriA inh: -8	CCHF vOTU inh: -4	TcdB inh: 0.5	BoNT-A LC inh2: -0.7	Vc quorum ag: -0.4	PfHsp40 rescue: -1.4

The list continues:
molecule	Anthrax LF prot	Y pestis TopoI	SARS 3CLpro inh	DUSP3 inh	SSB-PriA inh	CCHF vOTU inh	TcdB inh	BoNT-A LC inh2	Vc quorum ag	PfHsp40 rescue
Cc1cccc(NC(=S)NC(=O)CCc2ccccc2)c1C	-1	30	10	-8	-16	-6	.	-0.5	i	5.0
N#Cc1nc(-c2ccc(F)cc2)oc1N1CCC(C(N)=O)CC1	-3	2	1	-11	0	-56	-1.8	-2.1	i	-1.0
COc1ccc2c(c1)c(CC(=O)OCC(N)=O)c(C)n2C(=O)c1ccc(Cl)cc1	7	32	2	15	-7	-12	1.1	2.8	-0.5	-0.6
CSc1ncccc1C(=O)Nc1ccc2nc(C)sc2c1	-3	4	-1	30	1	2	1.7	2.2	1.7	0.4
Cc1ccc(OCC(=O)Nc2cc(C(C)(C)C)on2)cc1C	0	43	8	-11	-35	18	1.2	-0.1	i	1.6
O=C1NC2NC(=O)N(C(Cc3ccccc3)C(=O)O)C2N1 (stereo not drawn)	10	-4	4	8	-14	1	.	-1.4	-0.4	-1.2
CCOC(=O)C(CC)Sc1nc2c(cnn2-c2ccccc2)c(=O)[nH]1 (stereo not drawn)	-9	11	5	21	-8	13	0.8	0.3	-0.8	0.1
Clc1cccc(CNc2nnnn2-c2ccccc2)c1	2	-2	-2	21	-6	-1	.	-0.2	i	-0.6
CCOc1cc(S(=O)(=O)NC2CCCCCC2)ccc1F	-1	16	1	-26	-18	8	.	0.0	i	48*
CC(=O)Nc1ccc(C=NNC(=O)c2ccc(NS(=O)(=O)c3cccs3)cc2)cc1	1	-10	.	.	-6	14	0.0	-0.2	i	-1.7
Cc1cccc(NC(=O)c2ccc3c(Cl)c4c(nc3c2)CCCC4)n1	1	4	-1	36	-2	0	0.3	0.3	-0.3	3.5
CC(C)N1C(=O)CCC1C(=O)NCc1ccco1 (stereo not drawn)	0	-4	1	3	0	-9	1.0	-0.5	i	-0.4
CN(Cc1ccc(C#CCCO)cc1)CC1CCCN(CCc2ccc(Cl)cc2)C1 (stereo not drawn)	-3	22	0	-10	15	14	-0.8	1.7	-1.7	0.3
CN(Cc1cccs1)C(=O)c1ccc(S(=O)(=O)N2CCCCC2)cc1	-9	-3	0	21	0	-1	-0.9	-1.0	-0.2	-1.2
CC(=O)c1ccc(S(=O)(=O)N2CCN(C(=O)c3ccccc3Cc3ccccc3)CC2)cc1	-4	1	.	.	-8	5	0.9	-4.4	-1.1	0.5
CCOc1ccccc1-n1c(SCC(=O)N2CCOCC2)nnc1-c1ccccn1	-2	7	7	32	-10	6	.	-0.9	.	-1.0
COc1cc([N+](=O)[O-])ccc1N1C(=O)CC(Sc2nccc(C)n2)C1=O (stereo not drawn)	2	5	0	21	-3	-1	-0.7	-0.5	-1.3	24
COc1ccccc1C(=O)Nc1nnc(-c2ccc(F)cc2)s1	-14	-12	-2	15	-13	-3	0.7	-2.7	i	-1.9
CCOc1cccc(C2c3c(oc4ccccc4c3=O)C(=O)N2c2ccccn2)c1 (stereo not drawn)	.	.	-1	4	.	10	0.8	.	.	.
Cc1n[nH]c(C)c1S(=O)(=O)Nc1ccc2c(c1)OCCO2	-4	-6	4	22	2	-3	.	1.0	-1.0	-0.4
CCC(Oc1ccccc1)C(=O)Nc1ccccc1C(=O)N1CCOCC1 (stereo not drawn)	5	3	-5	2	-16	0	1.3	-0.6	i	-0.6
Cc1ccnc(NC(=O)CCCOc2cc(=O)n(C)c3ccccc23)c1	-10&-4	8&7	7	28	-9	-5&6	0.9	?	-0.2	-0.3
COC(=O)[C@@]1(Cc2ccc(F)cc2)[C@H]2c3cc(C(=O)N(C)C)n(CCO)c3C[C@H]2CN1C(=O)c1ccccc1	-2	.	.	.	.	-2	1.3	-0.2	.	.
CCOCCCNC(=O)CC1Oc2ccc(C)cc2NC1=O (stereo not drawn)	-4	4	-1	-2	-12	2	0.0	0.3	-1.4	-2.6
S=C(Nc1cccc(Cl)c1)N1CCN(c2ccccn2)CC1	0	-6	3	39	-1	-8	-0.2	-3.6	0.6	-0.6
COc1ccc(CC(=O)N(CCC2=CCCCC2)c2c(N)n(Cc3ccccc3)c(=O)[nH]c2=O)cc1OC	-2	3	.	.	4	-8	1.7	-0.7	0.3	-0.2
CC1CCN(S(=O)(=O)c2ccc(C(=O)Nc3ccccn3)cc2)CC1	0	-5	.	.	1	2	-1.7	1.6	-0.4	-0.5
CCOC(=O)C(O)(c1ccc(N(CC)C(=O)OC)cc1)C(F)(F)F (stereo not drawn)	-21	-3	2	0	2	-2	.	-0.9	-0.3	0.7
Cc1ccc(-n2nc(C)c3c(C)c(CCC(=O)NCCCOC(C)C)c(C)nc32)cc1	-1	6	3	6	-18	-2	0.7	-2.6	-0.3	0.6
Cc1cccc(OCC(=O)O/N=C(\N)c2ccc(Cl)cc2)c1	-6	-3	9	25	i	.	.	0.4	i	-0.2
CN1/C(=C\C(=O)COC(=O)c2ccc(O)c(O)c2)C(C)(C)c2ccccc21	.	.	2	13	16	-2	-0.9	.	.	.

Molecules listed so far that contain an NH in an aromatic ring:
molecule	Anthrax LF prot	Y pestis TopoI	SARS 3CLpro inh	DUSP3 inh	SSB-PriA inh	CCHF vOTU inh	TcdB inh	BoNT-A LC inh2	Vc quorum ag	PfHsp40 rescue
COc1ccc(CN2CCN(Cc3c[nH]c4ccccc34)CC2CCO)c(F)c1 (stereo not drawn)	4	25	1	0	9	-4	1.0	-5.8	0.7	0.8
CN(C)S(=O)(=O)c1ccc(N=Cc2c(C(F)(F)F)[nH][nH]c2=O)cc1	0	-4	0	17	0	18	0.8	-0.5	-5.6	-0.2
Cn1cccc1-c1nc2ccc([N+](=O)[O-])cc2[nH]1	-14	0	-4	32	9	0	-1.7	-1.6	i	1.7
CCn1c(SCC(=O)N(C)c2ccccc2)nc2c([nH]c3ccccc32)c1=O	4	16	-2	53*	-4	-2	0.8	2.9	4.2	-0.8
CCOC(=O)C(CC)Sc1nc2c(cnn2-c2ccccc2)c(=O)[nH]1 (stereo not drawn)	-9	11	5	21	-8	13	0.8	0.3	-0.8	0.1
Cc1n[nH]c(C)c1S(=O)(=O)Nc1ccc2c(c1)OCCO2	-4	-6	4	22	2	-3	.	1.0	-1.0	-0.4
COc1ccc(CC(=O)N(CCC2=CCCCC2)c2c(N)n(Cc3ccccc3)c(=O)[nH]c2=O)cc1OC	-2	3	.	.	4	-8	1.7	-0.7	0.3	-0.2
